Source: PubChem BioAssay
pPAFAH inh: pPAFAH (human) enzyme inhibition; actives 1.5% (n = 330,000); AID 463082; inhibition, % at 3.39 µM; recombinant pPAFAH, FP-rhodamine probe fluorescence polarization;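 active means inhibition above the mean inhibition across the screen plus 3 SD, cut at about 25% in these data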;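 further: inhibitors block binding of the rhodamine activity-based probe so polarization drops; 0% = enzyme with DMSO and 100% = wells lacking pPAFAH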
PAFAH2 inh: inhibitors of human PAFAH2 | Q99487 | recombinant PAFAH2, FP-rhodamine activity probe, fluorescence polarization | inhibition, % at 3.39 µM | actives 0.99% (n = 340,000) | AID 492956;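 active means inhibition above the mean over all tested compounds plus 3 SD, cut at about 30% in these data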;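 further: inhibitors block probe labeling of enzyme so polarization drops; 0% = enzyme with DMSO and 100% = wells lacking PAFAH2 protein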
LYPLA1 inh: blocks human lysophospholipase 1, a PME1 counter-screen | inhibition, % at 5.9 µM | recombinant LYPLA1, FP-Rh probe fluorescence polarization | actives 0.16% (n = 320,000) | O75608;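 active means inhibition above the mean of all tested compounds plus 3 SD, set per campaign, cut at about 14% in these data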;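 further: inhibitors block serine hydrolase probe labeling of LYPLA1 so polarization falls; 0% = enzyme with DMSO and 100% = wells lacking LYPLA1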
Target sequence (O75608 whole entry, looked up): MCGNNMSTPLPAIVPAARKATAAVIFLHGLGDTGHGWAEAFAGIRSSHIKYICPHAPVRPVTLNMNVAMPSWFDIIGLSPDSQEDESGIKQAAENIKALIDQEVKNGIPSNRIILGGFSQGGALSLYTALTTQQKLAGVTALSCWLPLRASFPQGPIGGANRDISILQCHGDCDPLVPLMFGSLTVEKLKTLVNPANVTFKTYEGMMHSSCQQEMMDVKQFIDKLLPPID
PREPL inh: inhibitors of human prolyl oligopeptidase-like enzyme PREPL; Q4J6C6; recombinant PREPL, fluorescence polarization activity-based probe; inhibition, % at 5.96 µM; actives 0.68% (n = 320,000); in the data active means inhibition above about 43%;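 further: 0% = enzyme with DMSO and 100% = wells lacking enzyme; many of its hits are not listed in these tables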
PAFAH1B2 FP inh: PAFAH1B2 (human) inhibition; P68402; recombinant PAFAH1B2, FP-rhodamine activity probe, fluorescence polarization; inhibition, % at 3.39 µM; actives 1.2% (n = 340,000);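 active means inhibition above the mean of all tested compounds plus 3 SD, cut at about 24% in these data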;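 further: 0% = enzyme with DMSO and 100% = wells lacking PAFAH1B2; many of its hits are not listed in these tables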
Target sequence (P68402 whole entry, looked up): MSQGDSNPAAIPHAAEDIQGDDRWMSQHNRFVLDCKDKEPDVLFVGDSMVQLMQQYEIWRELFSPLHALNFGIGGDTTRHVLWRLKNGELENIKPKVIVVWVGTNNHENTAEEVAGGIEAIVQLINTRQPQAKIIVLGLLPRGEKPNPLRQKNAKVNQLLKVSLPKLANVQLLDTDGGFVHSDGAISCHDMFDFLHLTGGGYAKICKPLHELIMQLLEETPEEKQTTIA
GSTO1 counter: GSTO1 inhibition, counter-screen for RBBP9 inhibitors | P78417 | recombinant GSTO1, activity-based probe fluorescence polarization | inhibition, % at 5.96 µM | actives 1.1% (n = 300,000) | AID 1974;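 active means inhibition above the campaign mean inhibition plus 3 SD, cut at about 35% in these data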;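 further: 0% = GSTO1-1 with DMSO and 100% = wells lacking GSTO1-1 enzyme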
Target sequence (P78417 whole entry, looked up): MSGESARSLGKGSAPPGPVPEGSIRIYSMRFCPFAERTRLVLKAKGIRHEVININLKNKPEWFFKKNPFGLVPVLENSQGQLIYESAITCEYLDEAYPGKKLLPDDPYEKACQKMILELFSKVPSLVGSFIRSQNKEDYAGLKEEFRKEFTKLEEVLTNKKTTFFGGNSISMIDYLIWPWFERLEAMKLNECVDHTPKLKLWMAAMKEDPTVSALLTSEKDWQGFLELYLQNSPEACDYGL
PAFAH1B3 FP inh: blocks human PAF acetylhydrolase 1B catalytic subunit 3. inhibition, % at 3.39 µM. Q15102. AID 492972. recombinant PAFAH1B3, FP-rhodamine probe, fluorescence polarization. actives 0.28% (n = 340,000);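 active means inhibition above the screen-wide average of all tested compounds plus 3 SD, cut at about 25% in these data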;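 further: 0% = enzyme with DMSO only and 100% = wells lacking PAFAH1B3 protein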
PAD4 FP inh: inhibitors of human PAD4; Q9UM07; recombinant PAD4, RCA probe fluorescence polarization; inhibition, % at 6.36 µM; actives 0.41% (n = 330,000);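 active means percent inhibition above a cutoff equal to the mean of all tested compounds plus 3 SD, cut at about 15% in these data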;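 further: 0% = PAD4 with RCA probe and DMSO and 100% = probe without PAD4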
LYPLA2 counter: LYPLA2 (human) inhibition in PME1 counter-screen. O95372. recombinant LYPLA2, FP-Rh probe fluorescence polarization. inhibition, % at 5.9 µM. actives 0.38% (n = 320,000). AID 2177;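 active means inhibition above the screen-wide mean plus 3 SD, limit set per campaign, cut at about 26% in these data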;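 further: 0% = LYPLA2 with DMSO and 100% = wells lacking LYPLA2 enzyme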
Target sequence (O95372 whole entry, looked up): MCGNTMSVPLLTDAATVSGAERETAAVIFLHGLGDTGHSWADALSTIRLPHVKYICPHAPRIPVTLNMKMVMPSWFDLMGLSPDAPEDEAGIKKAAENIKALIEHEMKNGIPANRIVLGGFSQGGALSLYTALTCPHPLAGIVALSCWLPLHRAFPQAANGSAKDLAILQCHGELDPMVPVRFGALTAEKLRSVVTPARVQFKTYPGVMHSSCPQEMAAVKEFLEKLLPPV
The depositor's hits bear a star; . = no result given. Not all compounds are listed; the hit share may differ from the screen's.

[1] Cc1cc(N2CCN(C(=O)c3ccco3)CC2)nc(-c2ccccc2)n1
[2] Cc1ccc(S(=O)(=O)N(C)C)cc1NC(=O)COC(=O)/C=C/c1ccc2ccccc2n1
[3] CC(=O)NC(CCS(C)(=O)=O)C(=O)N1CCc2ccccc21 (stereo unspecified)
[4] O=C(O)c1ccc2c(=O)n3c(nc2c1)/C(=C/c1ccccc1Br)CC3
[5] O=C(CNC(=S)N(Cc1ccc(F)cc1)C1CCCCC1)NC1CC1
[6] NS(=O)(=O)c1ccc(NC(=O)COC(=O)Cn2cnc3ccccc3c2=O)cc1
[7] Cc1cc(C)cc(NC(=O)CSc2nc3c(c(=O)[nH]2)CN(Cc2ccc(F)cc2)CC3)c1
[8] CC(C)C(=O)Nc1ccc(N2CCOCC2)c(S(=O)(=O)Nc2ccccc2Cl)c1
[9] Cc1ccc(NC(=O)c2cnc3ccccc3n2)cc1C
[10] CCOC(=O)C1=C(C)N=C2SCCC(=O)N2C1c1ccc(OC)cc1 (stereo unspecified)
assay / compound	1	2	3	4	5	6	7	8	9	10
PAD4 FP inh	2	-1	-2	-1	4	1	-3	0	2	-5
PAFAH1B2 FP inh	3	0	1	5	7	0	9	3	2	.
PREPL inh	0	5	3	4	1	5	-3	10	12	-8
PAFAH1B3 FP inh	0	-6	9	3	-3	5	4	3	8	.
GSTO1 counter	1	-7	2	2	4	.	-4	.	-1	13
pPAFAH inh	-2	-7	3	5	-3	-5	6	11	-4	1
PAFAH2 inh	-1	2	0	5	9	2	31*	11	-5	.
LYPLA2 counter	-4	0	-1	0	1	.	1	.	6	-1
LYPLA1 inh	-6	1	0	-2	1	.	-1	.	0	-1

[11] COc1ccc(OC)c(/C=C/c2ccc3cccc(O)c3n2)c1
[12] O=c1c2ccccc2ccc2ccc(P(=O)(O)O)cc12
[13] COc1ccc(CCn2nnnc2C(CC(C)C)N2CCN(c3ncccn3)CC2)cc1OC (stereo unspecified)
[14] COCCNC(=O)Cn1cnc2c1c(=O)n(C)c(=O)n2C
[15] Cc1ccc2c(c1)[C@H]1[C@H](CO2)[C@H](c2ccccc2)[C@]2(C)C(=O)Nc3cc(F)c(F)cc3C(=O)N12
[16] CCc1c(C(=O)Nc2ccc(S(=O)(=O)N3CCOCC3)cc2)csc1C
[17] COCCCn1c(=N)c(C(N)=S)cc2c(=O)n3cccc(C)c3nc21
[18] CCc1ccc2[nH]c(=O)c(Cc3ccccc3)c(O)c2c1
[19] Cc1cc(OCC(=O)Nc2ccc(OCc3ccccc3)cc2)nc(C(C)C)n1
[20] CSc1nc2nc3c(cc2c(=O)n1-c1ccccc1C)CCCC3
assay / compound	11	12	13	14	15	16	17	18	19	20
PAD4 FP inh	-8	-1	0	5	-1	-5	-2	1	1	1
PAFAH1B2 FP inh	2	1	-3	3	-6	8	4	25*	0	5
PREPL inh	23	7	-4	0	2	7	40	14	-7	-2
PAFAH1B3 FP inh	0	5	4	3	-10	-2	-2	2	-2	-3
GSTO1 counter	16	.	8	4	.	-10	6	2	7	-3
pPAFAH inh	-1	-2	1	4	-8	10	8	-2	8	6
PAFAH2 inh	1	-2	-5	-3	-29	-10	10	3	-5	3
LYPLA2 counter	-4	-1	-8	-3	.	0	1	6	4	6
LYPLA1 inh	-1	-2	-1	-2	.	0	6	1	0	8

[21] COc1ccc(NC(=O)CN2CCN(C(C)=O)CC2)cc1S(=O)(=O)N1CCOCC1
[22] COc1ccc(-c2cc(C(=O)N3CC4(C)CC3CC(C)(C)C4)no2)cc1 (stereo unspecified)
[23] CC(=O)Nc1nc2n(n1)C(c1ccc(F)cc1)C=C(c1ccccc1)N2 (stereo unspecified)
[24] CCc1noc(C)c1C(=O)NNC(=O)c1nn(C)c(=O)c2ccccc12
[25] CN(Cc1cnccn1)C(=O)C1CCC(=O)N(CCc2ccc(Cl)cc2)C1 (stereo unspecified)
[26] O=C(CSc1nncn1-c1cccnc1)Nc1ccccc1[N+](=O)[O-]
[27] COc1ccc(OCCOC(=O)CNC(=O)c2ccc(Cl)cc2Cl)cc1
[28] CN(C)S(=O)(=O)c1ccc(-c2ccccc2)cc1
[29] O=C(CCc1c[nH]c2ccccc12)NCC(=O)Nc1ccc(F)c(F)c1F
[30] N/C(CS(=O)(=O)c1ccc(F)cc1)=N\O
assay / compound	21	22	23	24	25	26	27	28	29	30
PAD4 FP inh	-2	4	0	0	0	-2	-7	-5	-3	0
PAFAH1B2 FP inh	5	6	1	3	-1	0	10	0	-1	5
PREPL inh	17	7	-10	8	-8	8	-3	-23	0	9
PAFAH1B3 FP inh	6	-4	-3	6	5	-1	6	3	6	7
GSTO1 counter	.	3	-9	.	5	3	-2	2	6	14
pPAFAH inh	-3	3	6	-3	6	3	-7	3	5	-10
PAFAH2 inh	-2	-4	4	3	8	-4	-1	-1	3	5
LYPLA2 counter	.	-7	-3	1	-5	-1	-8	-1	3	-4
LYPLA1 inh	.	-7	-2	3	-3	-5	-5	-4	2	-1

One compound at a time, from the list above:
COc1ccc(OCCOC(=O)CNC(=O)c2ccc(Cl)cc2Cl)cc1 is listed as PAD4 FP inh: -7; PAFAH1B2 FP inh: 10; PREPL inh: -3; PAFAH1B3 FP inh: 6; GSTO1 counter: -2; pPAFAH inh: -7; PAFAH2 inh: -1; LYPLA2 counter: -8; LYPLA1 inh: -5
COc1ccc(NC(=O)CN2CCN(C(C)=O)CC2)cc1S(=O)(=O)N1CCOCC1 is listed as PAD4 FP inh: -2; PAFAH1B2 FP inh: 5; PREPL inh: 17; PAFAH1B3 FP inh: 6; GSTO1 counter: .; pPAFAH inh: -3; PAFAH2 inh: -2; LYPLA2 counter: .; LYPLA1 inh: .

(list continues)
[31] COc1cccc(/C=C/C(=O)OCC(=O)Nc2cccc(S(=O)(=O)N(C)C)c2)c1
[32] CCCCN1CC(=O)N2Cc3[nH]c4ccccc4c3C[C@H]2C1=O
[33] CSCCC(NC(=O)c1ccccc1)C(=O)N1CC=C(c2ccccc2)CC1 (stereo unspecified)
[34] O=C(NCc1cccnc1)/C(=C/c1ccc(-c2ccc(Cl)cc2)o1)S(=O)(=O)c1ccccc1
[35] Nc1nnc(CC(=O)N/N=C\c2ccc(-c3cccc(Cl)c3)o2)s1
[36] CCCCN(c1ccc(C(=O)OC)cc1)S(=O)(=O)c1ccccc1
[37] CC(C)[C@H](NS(=O)(=O)c1cccc(C(F)(F)F)c1)C(=O)OCC(N)=O
[38] COc1ccc(-c2cn(Cc3ccc(C(N)=O)cc3)c(CCN)n2)cc1
[39] Cc1ccc(CNC(=O)CCC(=O)Nc2nnc(C(C)C)s2)cc1
[40] COc1ccc(C(=O)NNC(=O)c2cc(C)[nH]n2)cc1
assay / compound	31	32	33	34	35	36	37	38	39	40
PAD4 FP inh	-3	-1	-4	2	-3	0	2	2	3	-3
PAFAH1B2 FP inh	2	2	7	0	5	6	0	4	3	6
PREPL inh	-8	13	9	-1	-4	-5	5	46*	8	-3
PAFAH1B3 FP inh	11	7	-3	-1	12	5	5	7	9	4
GSTO1 counter	-11	-8	6	-35	11	5	-6	4	2	5
pPAFAH inh	6	-3	-3	-2	16	4	7	5	3	5
PAFAH2 inh	69*	6	9	9	48*	4	-1	-2	-1	6
LYPLA2 counter	-2	39*	-8	-42	6	-1	4	-6	-1	-1
LYPLA1 inh	-6	2	-1	-20	-3	2	5	-2	-2	0

[41] O=C(C1CCN(S(=O)(=O)N2CCOCC2)CC1)N1CCN(c2ccc(F)cc2)CC1
[42] COc1ccccc1NC(=O)N1CCn2c(nc3ccccc32)C1
[43] COc1ccccc1CN1C(=O)CCC1(C)C(=O)NCc1cccnc1 (stereo unspecified)
[44] CCC(C)N(CCNC(=O)c1ccc(NC2=NC3CS(=O)(=O)CC3S2)cc1)Cc1ccco1 (stereo unspecified)
[45] COc1ccc2c(O)c(-c3c(C)cc(C)cc3C)c(=O)[nH]c2c1
[46] Cc1ccc(N=c2c([N+](=O)[O-])nn(-c3ccc4c(c3)OCCO4)n2O)c(Cl)c1
[47] O=S(=O)(/N=C(/Nc1ccc(Cl)c(S(=O)(=O)N2CCOCC2)c1)c1ccc(F)cc1)c1ccccc1
[48] CC(=O)c1sc(NC(=O)c2ccco2)nc1-c1ccccc1
[49] Cc1ccc(NC(NC(=O)OCCn2c([N+](=O)[O-])cnc2C)C(Cl)(Cl)Cl)cc1 (stereo unspecified)
[50] N#C/C(=C\c1ccncc1)c1ccccn1
[51] Cc1ccc(NC(=O)COC(=O)CCc2c[nH]c3ccccc23)c(C)c1
[52] CCOCCn1c(CN2CCC(Cc3ccccc3)CC2)nc2c1c(=O)n(C)c(=O)n2C
[53] COC(=O)Cn1c(=NC(=O)CCS(=O)(=O)c2ccccc2)sc2c(OC)ccc(OC)c21
assay / compound	41	42	43	44	45	46	47	48	49	50	51	52	53
PAD4 FP inh	-7	2	2	-2	-3	-2	5	2	4	2	1	-2	1
PAFAH1B2 FP inh	2	-2	3	-3	5	.	7	5	.	0	5	2	-3
PREPL inh	11	5	5	-4	20	3	15	1	16	2	10	14	2
PAFAH1B3 FP inh	-1	3	0	4	7	.	1	6	.	1	6	12	1
GSTO1 counter	0	4	0	2	-3	-3	7	-14	4	2	.	6	9
pPAFAH inh	0	-1	4	6	-2	3	4	0	-4	5	9	0	2
PAFAH2 inh	-1	-6	-3	4	5	.	3	-2	.	2	10	1	0
LYPLA2 counter	3	-1	13	2	-2	2	0	3	-1	9	1	8	4
LYPLA1 inh	2	-1	5	1	1	0	-3	-1	-4	4	-4	3	-1

Results in PAFAH1B2 FP inh, LYPLA2 counter and PAD4 FP inh (2 entries from above):
nr | canonical_smiles | PAFAH1B2 FP inh | LYPLA2 counter | PAD4 FP inh
53 | COC(=O)Cn1c(=NC(=O)CCS(=O)(=O)c2ccccc2)sc2c(OC)ccc(OC)c21 | -3 | 4 | 1
50 | N#C/C(=C\c1ccncc1)c1ccccn1 | 0 | 9 | 2

Shown as a hit in PAFAH1B2 FP inh (from the list above):
| entry | smiles | PAD4 FP inh | PAFAH1B2 FP inh | PREPL inh | PAFAH1B3 FP inh | pPAFAH inh | PAFAH2 inh |
| --- | --- | --- | --- | --- | --- | --- | --- |
| 18 | CCc1ccc2[nH]c(=O)c(Cc3ccccc3)c(O)c2c1 | 1 | 25* | 14 | 2 | -2 | 3 |
